# p53ts 32C tox: cytotoxicity in p53ts cells at permissive temperature; Potency, µM (doses to about 46.1 µM), without a hit: at the highest dose activity change, negative = cytotoxicity, actives largely listed as cytotoxic; AID 924; hit rate 0.93% among 130,000; H1299-p53A138V at 32C, ATP luminescence viability, 24 h;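 also: 0% = DMSO and -100% = full killing by reference compound; nearly all actives have a fitted effect of over 55% in size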
#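 H1299-p53 A138V cells (temperature-sensitive p53) exposed 24 h to up to 46 uM compound at 32C, where p53 is wild-type in conformation. Viability read as ATP luminescence and normalised to DMSO and 100 uM tamoxifen. AC50 fitted with the Hill equation.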
# p53ts 39C tox: p53ts cell cytotoxicity, nonpermissive temperature; H1299-p53A138V viability at 39C, ATP luminescence, 24 h; AID 902; hit rate 1.5% among 130,000; Potency, µM (top dose mostly 46.1 µM), for the others: at the highest dose activity change, negative = cell killing, actives largely listed as cytotoxic; also: nearly all actives have a fitted effect of over 55% in size
# An asterisk follows results filed as active; ? = inconclusive; nt = no result given. Calls follow the shape of the dose curve; as a rule, active = well fitted cell-killing curve with a large enough effect; inconclusive = small, poorly fitted or top-dose-only effect; inactive = no such curve, though single readings can be large or run the other way. Unless noted, % is scaled to controls: 0 for no effect and ±100 for the full control effect; potency is read from the fitted curve at half-maximal effect. Some of the compounds tested. The share of hits here may be higher or lower than overall.
molecule | p53ts 32C tox | p53ts 39C tox
COc1ccc(C(C)NC(=S)NC2CCCC2)cc1OC (stereo unspecified) | nt | 2.8%
O=C(COc1ccc(Cl)cc1Br)NC(=O)NCc1ccccc1 | nt | -11.2%
O=C(COc1ccccc1-c1ccccc1)c1ccccc1 | nt | -9.3%
O=C(Oc1cccc(N2C(=O)C3C4c5ccccc5C(c5ccccc54)C3C2=O)c1)c1ccco1 (stereo unspecified) | nt | 0.3%
COc1ccc(-c2nnc(SC(C)C(=O)NNC(=O)c3ccc(C)cc3)o2)cc1 (stereo unspecified) | nt | -4.9%
CCOC(=O)/C(N=Nc1sc(C(=O)OC)c(C)c1C(=O)OCC)=C(\O)CCl | nt | -8.9%
COc1cccc(/C=C/C(=O)Oc2ccc(C(=O)c3ccc(F)cc3)cc2)c1 | nt | 17.1%
COc1ccc(-c2coc3cc4oc(=O)cc(-c5ccccc5)c4cc23)cc1F | nt | 13.8%

# The list goes on, starting with the last 5 of the part before.
molecule | p53ts 32C tox | p53ts 39C tox
O=C(Oc1cccc(N2C(=O)C3C4c5ccccc5C(c5ccccc54)C3C2=O)c1)c1ccco1 (stereo unspecified) | nt | 0.3%
COc1ccc(-c2nnc(SC(C)C(=O)NNC(=O)c3ccc(C)cc3)o2)cc1 (stereo unspecified) | nt | -4.9%
CCOC(=O)/C(N=Nc1sc(C(=O)OC)c(C)c1C(=O)OCC)=C(\O)CCl | nt | -8.9%
COc1cccc(/C=C/C(=O)Oc2ccc(C(=O)c3ccc(F)cc3)cc2)c1 | nt | 17.1%
COc1ccc(-c2coc3cc4oc(=O)cc(-c5ccccc5)c4cc23)cc1F | nt | 13.8%
Cc1cc(C)nc(SCC(=O)Nc2nc(-c3ccccc3)c(-c3ccccc3)o2)n1 | nt | -3.0%
Cc1ccc(N(C(=O)NC2CCCCC2)C2=NCCCCC2)cc1 | nt | 17.5%
COc1ccc(CC(=O)NCC(=O)N/N=C/c2ccco2)cc1 | nt | 11.1%
O=C(CSc1ccc2ccccc2c1)NC1CCCc2ccccc21 (stereo unspecified) | nt | 6.1%
Cc1ccc(C)c(NC(=O)CCCCCCCCCCC2COCCO2)c1 (stereo unspecified) | nt | 1.3%
O=C(N/N=C/c1cccc(OC(=O)c2ccc3c(c2)OCO3)c1)c1cncc(Br)c1 | nt | 15.3%
Cc1ccc(C(=O)COc2ccccc2-c2ccccc2)cc1C | nt | -17.0%
C/C(=N\NC(=S)Nc1ccc(C)c(C)c1)c1ccc(N2CCOCC2)cc1 | nt | 8.7%
CC1=C(C(=O)Nc2ccccc2)C(c2coc3ccccc3c2=O)C2=C(CCCC2=O)N1 (stereo unspecified) | nt | 0.0%
O=C(/C=C/NCC(=O)c1ccccc1)c1ccc(Br)cc1 | nt | -11.3%
CC(C)CC1=NC(C(F)(F)F)(C(F)(F)F)c2c(n(CC(C)C)c(=O)[nH]c2=O)N1 | nt | 11.1%
O=C(COC(=O)CSc1ccc2ccccc2c1)NC1CCCC1 | nt | -0.6%
O=C(CSc1nc2ccccc2c(=O)n1-c1ccc(OC(F)F)cc1)NCc1cccs1 | nt | -16.4%
C=CCNC(=S)N/N=C(\C)c1cc(OC)c(OC)c(OC)c1 | nt | 12.4%
O=C(COC(=O)C1CCCCC1)NCCc1ccccc1 | nt | 4.1%
CCOc1ccccc1NC(=O)C(OC(=O)c1ccccc1)c1ccccc1 (stereo unspecified) | nt | -18.1%
Cc1ccc(CNC(=O)CSc2ccc(-c3cccs3)nn2)cc1 | nt | -7.0%
COc1ccccc1-n1c(SCC(=O)NC2CCS(=O)(=O)C2)nc2cc([N+](=O)[O-])ccc21 (stereo unspecified) | nt | 18.8%
Cc1nc2ccc(NC(=O)c3nn(C(C)C)c(=O)c4ccccc34)cc2s1 | nt | -10.1%
CC1CCCN(c2ccc(C(=O)OCn3nnc4ccccc4c3=O)cc2[N+](=O)[O-])C1 (stereo unspecified) | nt | 20.8%
CN(C)CCN(C(=O)/C=C/c1cccs1)c1nc2ccc(F)cc2s1 | nt | 0.6%
Cc1ccc(Sc2nc([N+](=O)[O-])nn2C)cc1 | nt | -5.7%
Cc1ccc(C)c(NC(=O)c2ccc(S(=O)(=O)C(F)F)cc2)c1 | nt | ?
COC(=O)c1cc(OC)c(OC)cc1NC(=O)C(C)c1ccc([N+](=O)[O-])cc1 (stereo unspecified) | nt | 17.0%
COc1ccc(OCCn2nnc(-c3ccc(Cl)cc3)n2)cc1 | nt | 16.6%
COC(=O)C1=C(C)NC(C)=C(C(=O)OC)C1c1ccc(-c2cc(Cl)ccc2Cl)o1 | nt | 2.9%
COc1ccc(NC(=O)CCCN2C(=O)/C(=C\c3ccco3)SC2=S)cc1 | nt | 27.8%
CCN1/C(=C2\SC(=S)N(Cc3ccccc3)C2=O)Sc2ccccc21 | nt | 5.4%
Cc1cccc(NC(NC(=O)Cc2ccccc2)C(Cl)(Cl)Cl)c1 (stereo unspecified) | nt | 3.2%
O=C(OCCN1C(=O)c2cccc3c(N4CCOCC4)ccc(c23)C1=O)c1ccc(Cl)cc1 | nt | 10.3%
CCn1c(CC(=O)Nc2ccc(Cl)c(Cl)c2)nnc1SCc1ccc(C)cc1 | nt | 13.9%
Cc1ccc(C(=O)N/C(=C\c2cccs2)c2nc3ccccc3[nH]2)cc1 | nt | -2.1%
CCN(CC)c1ccc(NS(=O)(=O)c2cc3[nH]c(=O)c(=O)[nH]c3cc2C)c(C)c1 | 7.5% | nt
Cc1ccc(NS(=O)(=O)c2ccc3[nH]c4c(c3c2)CCCC4)cc1N(C)C | -4.3% | nt
O=C(NC1CCCCC1)c1ccc(CSc2nc3cccnc3n2Cc2ccccc2F)cc1 | -13.6% | nt
Cc1cc(C)cc(NC(=O)C(C)N2Cc3ccccc3C2=O)c1 (stereo unspecified) | -0.7% | nt
COc1ccc(CNC(=O)CN(C)S(=O)(=O)c2ccc3[nH]c4c(c3c2)CCCC4)cc1 | -13.3% | nt
CC(=O)c1ccc(NC(=O)c2nc(-c3ccc(Cl)cc3)n3c2CCCCC3)cc1 | -9.9% | nt
O=C(CN1C(=O)c2cccnc2Oc2ccc(Cl)cc21)Nc1cccc(C(F)(F)F)c1 | 27.9% | nt
CC(NC(=O)CN1C(=O)c2cccnc2Oc2ccc(Cl)cc21)c1ccccc1 (stereo unspecified) | -2.8% | nt
CN(CC(=O)NCc1ccc(F)cc1)S(=O)(=O)c1ccc2[nH]c3c(c2c1)CCCC3 | 0.8% | nt
Cc1ccc(Cn2cc(S(=O)(=O)c3ccccc3)c(=O)c3cc(F)c(N4CCOCC4)cc32)cc1 | -5.9% | nt
Cc1ccc(N2CCN(C(=O)c3cc(S(=O)(=O)N4CCCCC4)c[nH]3)CC2)c(C)c1 | -0.5% | nt
CCC(Sc1nc2ncccc2[nH]1)C(=O)Nc1ccccc1F (stereo unspecified) | -9.8% | nt
Cc1ccc(N(C)C(=O)Cn2ncc3c([nH]c4ccccc43)c2=O)cc1C | -9.3% | nt
CC(=O)c1ccc(NC(=O)c2cn3c4c(ccc(Cl)c4c2=O)OC(C)C3)cc1 (stereo unspecified) | -7.3% | nt
Cc1c(Cl)cccc1NC(=O)N1CCC(CN2CCCC2)CC1 | -6.3% | nt
CSc1ncc(C(=O)Nc2ccc(C)c(Cl)c2)c(-c2ccccc2)n1 | 4.9% | nt
CCCCn1cc(S(=O)(=O)c2ccc(C)c(C)c2)c(=O)c2cc(F)c(N(CC)CC)cc21 | 10.1% | nt
CCOc1ccccc1NS(=O)(=O)c1ccc2c(c1)CC(C)N2C(=O)C1CCC1 (stereo unspecified) | -4.2% | nt
CCCS(=O)(=O)N1CC(=O)N(c2ccc(Cl)cc2C)C(C)(C(=O)NC2CCCC2)C1 (stereo unspecified) | 0.5% | nt
Clc1ccccc1CNc1ncnc2c1nc1n2CCCC1 | -19.1% | nt
CCc1ccc(S(=O)(=O)c2cn(C)c3cc(N4CCN(CC)CC4)c(F)cc3c2=O)cc1 | 2.4% | nt
Cc1cccc(C)c1NC(=O)Cn1cc(S(=O)(=O)Cc2ccc(F)cc2)c2ccccc21 | -2.6% | nt
Cc1ccc(NC(=O)c2cn3c4c(ccc(Cl)c4c2=O)OC(C)C3)c(C)c1 (stereo unspecified) | -2.4% | nt
CCOc1ccc(C2CC(=O)NC(NC(=O)c3ccc(C)cc3)=N2)cc1 (stereo unspecified) | 4.8% | nt

# The list continues:
molecule | p53ts 32C tox | p53ts 39C tox
COc1ccc(C(=O)Nc2ccc(-c3nnc4n3CCCCC4)cc2)cc1OC | 14.8% | nt
COc1ccc(Cl)cc1NS(=O)(=O)c1ccc2[nH]c3c(c2c1)CCCC3 | 13.1% | nt
O=C(COCc1cc(-c2cccs2)on1)Nc1cc(Cl)ccc1O | -4.2% | nt
COc1ccccc1N1CCN(S(=O)(=O)c2cc3[nH]c(=O)c(=O)[nH]c3cc2C)CC1 | 1.1% | nt
CSc1ncc(C(=O)N2CCN(c3cccc(C(F)(F)F)c3)CC2)c(C)n1 | -7.5% | nt
CC(=O)N1CCC2(CC1)OC(=O)C(C)=C2C(=O)NCc1ccc(Cl)cc1 | -11.6% | nt
COC(=O)c1cc(NC(=O)Cn2ncc3c([nH]c4ccccc43)c2=O)cc(C(=O)OC)c1 | 9.2% | nt
Cc1ccc(CNC(=O)COCc2cc(-c3cccs3)on2)cc1 | -4.3% | nt
COc1ccc(Cn2c(SCc3ccc(C(=O)NC(C)C)cc3)nc3cccnc32)cc1 | -15.6% | nt
O=C(Cn1cc(S(=O)(=O)Cc2cccc(Cl)c2)c2ccccc21)Nc1ccc(F)c(Cl)c1 | -6.0% | nt
O=C(COCc1cc(-c2ccc3c(c2)OCO3)on1)Nc1cc(C(F)(F)F)ccc1Cl | -18.8% | nt
CCN(CC)CCNC(=O)Cn1ncc2c([nH]c3ccccc32)c1=O | 1.9% | nt
Cc1ccccc1CNC(=O)c1ccc(-n2c(C)cc3c2CCCC3)cc1 | -7.0% | nt
CCc1ccc2nc(N(CCN(CC)CC)C(=O)c3cccs3)sc2c1 | -4.5% | nt
COc1cccc(CNC(=O)C2=C(C)C(=O)OC23CCCCCC3)c1 | -1.3% | nt
CSc1ccc(CCNC(=O)c2ccc(-n3c(C)cc4c3CCCC4)cc2)cc1 | -4.9% | nt
COc1ccc(OC)c(NC(=O)C2CCN(S(=O)(=O)c3ccc4c(c3)CC(C)N4C(C)=O)CC2)c1 (stereo unspecified) | 7.9% | nt
CCOc1cc(C(=O)Nc2ccc3nc(Nc4cccc(Cl)c4)cc(C)c3c2)cc(OCC)c1OCC | 4.1% | nt
CCCCn1cc(S(=O)(=O)c2ccc(CC)cc2)c(=O)c2cc(F)c(N3CCCC(C)C3)cc21 (stereo unspecified) | 10.0% | nt
CCCS(=O)(=O)N1CC(=O)N(c2ccc(Cl)cc2)C(C)(C(=O)NC2CCCC2)C1 (stereo unspecified) | -4.8% | nt
COc1ccc(-c2noc(N3CCN(c4ccc(C)cc4)C(C)C3)n2)cc1OC (stereo unspecified) | -16.9% | nt
CCCCN(CC)C(=O)C1CCCN(c2ncnc3c2nc2n3CCCCC2)C1 (stereo unspecified) | -2.4% | nt
CCCn1c2ccccc2c2cnn(CC(=O)NCc3cc(OC)ccc3OC)c(=O)c21 | 4.6% | nt
CC1CCN(c2cc3c(cc2F)c(=O)c(S(=O)(=O)c2cccc(Cl)c2)cn3Cc2ccccc2)CC1 | 5.9% | nt
CSc1ccc(CNC(=O)Cn2c(-c3cccs3)cc3cc(F)ccc32)cc1 | -10.7% | nt
Cc1cccc(CNC(=O)c2ccc(Cn3c(SCc4ccccc4)nc4cccnc43)cc2)c1 | ? | nt
COc1cc(OC)c(NC(=O)CSCc2nc(-c3ccc(OC)c(OC)c3)no2)cc1Cl | 0.6% | nt
Clc1ccc(N2CCN(c3ncnc4c3nc3n4CCCC3)CC2)cc1 | -6.9% | nt
CCOc1ccccc1N(CC)C(=O)Nc1cn(C)c(=O)c2ccccc12 | -9.3% | nt
Cc1cccc(N2CCN(c3ncnc4c3nc3n4CCCCC3)CC2)c1C | -7.5% | nt
Cc1ccc(NC(=O)CN(C)S(=O)(=O)c2ccc3[nH]c4c(c3c2)CCCC4)c(Cl)c1 | -4.4% | nt
CCOC(=O)C1CCN(C(=O)Cn2ncc3c([nH]c4ccccc43)c2=O)CC1 | -4.7% | nt
COc1cc(Cl)c(NC(=O)CC(C)S(=O)(=O)c2cc3c(cc2C)NC(=O)CO3)c(OC)c1 (stereo unspecified) | -4.0% | nt
CCN(CC)c1cc2c(cc1F)c(=O)c(S(=O)(=O)c1cc(C)ccc1C)cn2Cc1ccccc1 | 8.3% | nt
Cc1ccc(Cl)cc1N1CCN(S(=O)(=O)c2ccc3[nH]c4c(c3c2)CCCC4)CC1 | -9.0% | nt
CCCS(=O)(=O)N1CC(=O)N(c2cccc(Cl)c2C)C(C)(C(=O)NC2CCCC2)C1 (stereo unspecified) | -3.7% | nt
CCCS(=O)(=O)N1CC(=O)N(c2cc(C)ccc2C)C(C)(C(=O)NC2CCCCCC2)C1 (stereo unspecified) | 0.4% | nt
CCN(C(=O)Cn1cc(S(=O)(=O)Cc2ccccc2Cl)c2ccccc21)c1ccccc1 | -1.3% | nt

# Source: PubChem
